RSV CPE inhibition – RSV antiviral activity via CPE protection, HEp-2 cells, primary 10 µM value included (AID 2391) | HEp-2 cells, RSV-induced CPE inhibition; higher % means a stronger effect | CPE inhibition, % at 10 µM, or IC50 in µM where a hit was titrated | 310,000 compounds, 0.13% hits; in the data active = a potency from the dose series; inconclusive = CPE inhibition mostly from about 23% at the one dose, without a potency; inactive = the rest, 99 in 100 with CPE inhibition below about 21%; note: strong numbers were not always called active
AID2073 – inhibitors of Mint1-CaV2.2 protein interaction, biochemical, HTRF (AID 2073). Voltage-dependent N-type calcium channel subunit alpha-1B (Homo sapiens). HTRF protein-protein interaction, Mint1-CaV2.2; higher % means a stronger effect. inhibition, % at 20 µM, or IC50 in µM where a hit was titrated. 290,000 compounds, 0.19% hits; in the data active = inhibition mostly above about 51%, no sharp cut-off; inconclusive = no clear call, values can overlap the other calls; inactive = mostly below about 53%; note: some results filed as inactive read as strong as hits
NTR1 ag – agonists of NTR1, primary screen, imaging, U2OS cells, beta-arrestin-GFP, high content (AID 493036); Neurotensin receptor type 1 (Homo sapiens), P30989; NTR1-U2OS beta-arrestin-GFP spot imaging, agonist mode; activation, % at 20 µM; 330,000 compounds, 0.17% hits;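 active = activation at or above 40% of the spot to cytoplasm intensity ratio, with at least 20 cells analyzed; inconclusive = wells under 20 cells, flagged as cytotoxic or low count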;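 note: 0% = DMSO without peptide and 100% = 100 nM NTR1 peptide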
Target sequence (P30989 whole entry, looked up): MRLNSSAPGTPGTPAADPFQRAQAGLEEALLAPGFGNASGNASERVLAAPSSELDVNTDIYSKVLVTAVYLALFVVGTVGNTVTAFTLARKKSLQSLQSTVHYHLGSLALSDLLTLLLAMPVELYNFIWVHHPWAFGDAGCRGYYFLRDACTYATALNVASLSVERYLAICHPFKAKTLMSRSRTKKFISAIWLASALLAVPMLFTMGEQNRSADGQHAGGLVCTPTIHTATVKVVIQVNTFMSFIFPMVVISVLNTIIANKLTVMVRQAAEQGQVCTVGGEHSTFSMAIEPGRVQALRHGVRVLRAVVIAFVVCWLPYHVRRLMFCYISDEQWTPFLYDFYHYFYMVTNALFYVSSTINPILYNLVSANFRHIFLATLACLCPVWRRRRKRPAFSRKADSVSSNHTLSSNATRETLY
WT yeast gro inh – growth inhibition of WT strain, primary screen, mitochondrial fusion inhibitor project, WT and mutant strains, chemical genetic | mitochondrial fusion phenotypic screen | inhibition, % at 10 µM | 190,000 compounds, 2.1% hits; in the data active = inhibition above about 58%; tested in S. cerevisiae
LYP phosphatase – inhibitors of LYP phosphatase, biochemical, fluorescence intensity, uHTS (AID 1779) | recombinant LYP phosphatase, fluorescence intensity; higher % means a stronger effect | 290,000 compounds, 0.054% hits | Tyrosine-protein phosphatase non-receptor type 22 (Homo sapiens) | one-dose inhibition, % at 11.5 µM; IC50 in µM for titrated hits; in the data active = inhibition above about 50%;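 note: plate controls were vehicle with enzyme for no effect and no enzyme for full effect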
UTI89 phage lysis – inhibition of K1F phage lysis, E. coli UTI89, bacterial capsule biogenesis inhibitors, alamar blue (AID 488966); E. coli UTI89 K1F phage lysis, alamar blue, 2 h; higher % means a stronger effect; one-dose inhibition, % at 100 µM; IC50 in µM for titrated hits; 340,000 compounds, 0.02% hits;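 active = phage lysis inhibition, versus mean bacterial control, above a set limit; inconclusive = no clear call, values can overlap the other calls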;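 note: capsule biogenesis inhibitors block K1F phage lysis so surviving cells raise fluorescence; higher fluorescence means more inhibition of phage lysis; actives were called in the ten point dose series up to 300 µM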
GPR35 arrestin U2OS – GPR35 antagonists blocking zaprinast-driven arrestin recruitment, primary screen, imaging, U2OS, beta-arrestin-GFP, zaprinast agonist (AID 2058) | G-protein coupled receptor 35 (Homo sapiens) | U2OS GPR35 beta-arrestin-GFP translocation imaging, zaprinast antagonism; higher % means a stronger effect | inhibition, % at 10 µM; hits with a dose series show IC50 in µM | 290,000 compounds, 0.052% hits;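 active = inhibition of at least 50% with at least 30 cells and total cytoplasm GFP at most 10,000,000; inconclusive = under 30 cells or total GFP of 10,000,000 plus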
Autophagy HCS – autophagy modulators in MEF cells, primary screen, imaging, high-content, MEF GFP-LC3; 190,000 compounds, 0.98% hits; calls only at 10 µM (by protocol); MEF GFP-LC3 puncta imaging; test concentration mostly 10 µM;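 active = percentage of spot-positive cells more than 3 SD above its plate mean, without a fluorescence outlier flag or 80% toxicity; inconclusive = no clear call, values can overlap the other calls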;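 note: spot-positive cell cutoff set from DMSO-treated cells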
NS5 inhibitors – Dengue-2 NS5 methyltransferase inhibitors, primary screen, biochemical, confirmation dose response (AID 588689). Genome polyprotein (Dengue virus type 2 (strain 16681-PDK53)). 340,000 compounds, 0.3% hits. one-dose inhibition, % at 25 µM; IC50 in µM for titrated hits. Dengue-2 NS5 methyltransferase capping enzyme assay, biochemical; higher % means a stronger effect; in the data active = a potency from the dose series; inconclusive = inhibition above about 29% without an active follow-up result
WT yeast gro inh mutant strain – second read-out of WT yeast gro inh, no call of its own (marks repeat the call); inhibition, %; mitochondrial fusion phenotypic screen, mutant strain inhibition
Autophagy HCS cell loss 18 h – second read-out of Autophagy HCS, no call of its own (marks repeat the call); toxicity, %; measured here: cell loss, nuclei count;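 cell loss after 18 h compound exposure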
NTR1 ag cell count 20 µM – recorded beside NTR1 ag, whose call it bears; cell count; measured here: cell count, cytotoxicity flag
Numbers without * were called inactive; i = inactive; ? = inconclusive; . = no result given; [ ] = dose if it differs, or a comment.

SMILES	RSV CPE inhibition	AID2073	NTR1 ag	NTR1 ag cell count 20 µM	WT yeast gro inh	WT yeast gro inh mutant strain	LYP phosphatase	UTI89 phage lysis	GPR35 arrestin U2OS	Autophagy HCS	Autophagy HCS cell loss 18 h	NS5 inhibitors
CCc1ccccc1N1CN(Cc2cccnc2)CNC1=S	.	-2%	0.0	48	.	.	-4%	-2.6%	7%	.	.	4%
COC(=O)c1c(-c2ccccc2)c(-c2ccccc2)nn(C)c1=O	1.3%	5%	2.1	50	.	.	-8%	0.1%	-2%	.	.	8%
CC(=O)Nc1ccc(NC(=O)CCSCCc2ccccn2)cc1	0.8%	32%	-1.3	44	5	-7	-12%	0.5%	-18%	i	11	-3%
O=C(Nc1ccccc1C(=O)Nc1ccncc1)c1ccc([N+](=O)[O-])cc1	3.8%	4%	3.8	49	.	.	-2%	-1.7%	-2%	.	.	1%
CCCCSc1oc(-c2ccco2)nc1S(=O)(=O)c1ccccc1	15%	1%	9.8	48	.	.	-1%	0.3%	-3%	.	.	-7%
Cc1cccc(NC2(C(F)(F)F)N=C3SCCN3C2=O)n1 (stereo not given)	-0.4%	-11%	-0.3	59	6	12	-3%	4.5%	9%	i	-5	1%
COc1ccc(C(=O)C2CCCN(Cc3cn[nH]c3-c3ccccc3)C2)cc1OC (stereo not given)	-0.5%	-11%	0.3	37	-14	-13	-2%	0.3%	-6%	i	6	-2%
N#CCSc1nccc(/C=C/c2ccccc2)n1	16%	-4%	0.7	48	-1	35	1%	1.4%	-12%	i	-2	-1%
CCN(CC)S(=O)(=O)c1ccc(/C=C/C(=O)OCC(=O)NCc2cccs2)cc1	0.8%	.	1.2	55	.	.	.	0.4%[50 µM]	.	.	.	-3%
CCN(CC)CCNC(=O)c1cc2c(=O)n(CC)c3ccccc3c2s1	-4.8%	6%	0.6	87	.	.	-6%	-0.2%	-3%	.	.	-2%
CC[C@]12CCCN3CCc4c(n(c5ccccc45)C(=O)C1)C32 (stereo not given in full)	0.0%	2%	0.6	62	.	.	-1%	.	6%	.	.	.
CC(=O)c1c(C)[nH]c(C(=O)N(C)C(c2ccccc2)c2ccccc2)c1C	0.5%	-4%	1.2	35	17	-8	8%	-2.0%	6%	i	-3	-3%

Individual results from the list.
LYP phosphatase, CCc1ccccc1N1CN(Cc2cccnc2)CNC1=S → -4%
NS5 inhibitors, CC(=O)Nc1ccc(NC(=O)CCSCCc2ccccn2)cc1 → -3%

The results go on.
SMILES	RSV CPE inhibition	AID2073	NTR1 ag	NTR1 ag cell count 20 µM	WT yeast gro inh	WT yeast gro inh mutant strain	LYP phosphatase	UTI89 phage lysis	GPR35 arrestin U2OS	Autophagy HCS	Autophagy HCS cell loss 18 h	NS5 inhibitors
CCOC(=O)c1c(NC(=O)Nc2ccc(Cl)cc2)sc(C)c1C	1.3%	7%	-1.4	66	-6	0	-6%	0.6%	5%	i	0	4%
O=C(c1cc(COc2c(F)cccc2F)on1)N1CCc2ccccc2C1	13%	7%	-0.4	54	41	14	-6%	-0.2%[50 µM]	9%	i	22	2%
COc1ccccc1/C=N/NC(=O)CSc1ccc2ccccc2n1	2.0%	-1%	6.8	80	.	.	7%	0.2%	-18%	.	.	-7%
O=C(NCc1ccc2c(c1)OCO2)c1ccc(-n2cnnn2)cc1	-1.2%	-1%	-0.9	53	19	1	1%	2.3%	-12%	i	2	-5%
CC1CCCCN1C(=O)c1cc(-c2ccc(Cl)c(Cl)c2)on1 (stereo not given)	6.7%	-4%	7.4	59	29	30	0%	4.5%	-5%	i	-3	1%
COc1ccc(C(=O)Nn2c(CC(C)C)nc3cc(OC)c(OC)cc3c2=O)c(OC)c1	0.9%	17%	-0.6	63	.	.	-1%	1.0%	-6%	.	.	-2%
COc1cc(C2SCC(=O)N2CCc2ccc(OC)c(OC)c2)ccc1O (stereo not given)	-1.3%	-9%	-0.9	31	19	5	0%	.	-10%	i	8	.
CC(=O)Nc1cccc(C(=O)Nc2cccc3ncccc23)c1	4.4%	10%	3.4	38	.	.	-1%	0.3%	1%	.	.	-10%
COC(=O)CCC(=O)OC1(C)C(=O)C=C2C=C(C3CC3)N(c3ccccc3)C=C2C1=O (stereo not given)	1.2%	-7%	-4.0	93	.	.	-7%	2.0%	-15%	.	.	15%
O=C(CNC(=O)c1ccncc1)N/N=C/c1ccc(Br)cc1	0.3%	?	0.8	46	.	.	-2%	-2.2%	7%	.	.	-2%
CCOC(=O)C1=C(COC(=O)COc2ccc(Br)cc2)NC(=O)NC1C (stereo not given)	0.1%	.	1.5	57	.	.	.	1.1%[50 µM]	.	.	.	-2%
CCn1c(SCc2ccc(OC)c(F)c2)nc2ccccc2c1=O	17%	2%	0.8	45	.	.	0%	0.3%	-7%	.	.	-14%
O=C(O)CCC(=O)NNC(=O)CCC1CCCCC1	0.6%	-3%	0.5	42	13	2	-6%	7.9%	1%	i	10	5%
O=C(COC(=O)C1CCC1)Nc1ncc(Cl)cc1Cl	-1.2%	.	1.8	56	.	.	.	0.5%	.	.	.	0%
C=CCn1cc(C(=O)c2cc(Br)ccc2O)cc(C#N)c1=O	-0.7%	1%	0.8	67	.	.	-5%	3.8%[50 µM]	1%	.	.	5%
COc1ccc(OC)c(Nc2nc(NCc3ccco3)nc(N)c2[N+](=O)[O-])c1	1.3%	32%	5.5	45	.	.	-2%	.	-15%	.	.	.
O=c1c2ccccc2nnn1CSc1nc2ccccc2[nH]1	8.0%	-1%	-2.6	76	18	14	-4%	2.8%	-8%	i	20	0%
CCCCn1c2ccc(F)cc2c2nnc(NN)nc21	12%	1%	-0.1	38	-1	-6	-3%	0.1%	-16%	i	-7	13%
COc1cc(CN(C)Cc2nc3cc(C(F)(F)F)ccc3c(=O)[nH]2)ccc1OC(F)F	4.1%	-2%	1.6	50	2	0	9%	-0.2%	-4%	i	-6	-9%
Cc1cccc(C(=O)OCC(=O)Nc2ccccc2C(=O)NC2CC2)c1	0.8%	.	7.5	55	.	.	.	-0.2%[50 µM]	.	.	.	-1%
CC(NC(=O)NNC(N)=S)(C(F)(F)F)C(F)(F)F	1.7%	-12%	-1.2	59	.	.	-8%	0.7%	-2%	.	.	2%
Cc1ccc(NC(=S)NNc2ncc(C(F)(F)F)cc2Cl)c(C)c1	15%	-31%	0.0	63	5	-6	-5%	3.0%	-6%	i	-2	-3%
COc1ccc(C(=O)NCC(C)(C)SCc2c(C)cc(C)cc2C)cc1	3.1%	-7%	4.5	54	35	33	-9%	3.3%	11%	i	8	-1%
COc1ccc(-c2nnc(SCc3ccc(C(=O)O)cc3)n2N)cc1	1.6%	-12%	-1.0	67	.	.	-5%	0.5%	3%	.	.	-1%
CC[C@H](C)[C@H](NC(=O)c1ccccc1)C(=O)NC(CC(=O)O)c1ccc(F)cc1 (stereo not given in full)	2.1%	-5%	0.1	47	.	.	-6%	0.3%	1%	.	.	-8%
COc1ccc(-c2nn(-c3ccccc3)cc2/C=C/C(=O)OCC(=O)Nc2ccc(C#N)cc2)cc1	4.6%	13%	9.2	48	-19	10	-1%	0.8%[50 µM]	-2%	i	15	1%
CN(C)/C(=N\S(=O)(=O)c1ccccc1)c1ccc(F)cc1	0.9%	12%	-0.7	59	.	.	-9%	-1.1%	-2%	.	.	3%
CC1=C/C(=N\Nc2ccccc2[N+](=O)[O-])CC(C)(C)C1	9.8%	8%	5.5	95	64*	38*	9%	0.3%	9%	i	2	5%
O=C(Cn1c(=O)sc2ccccc21)Nc1ccc(S(=O)(=O)N2CCCCC2)cc1	2.1%	18%	3.4	68	-13	-11	0%	0.5%	-14%	i	-17	-2%
CC(C)(C)N1C(=O)c2ccccc2NC(=O)N1Cc1ccc(Br)cc1	1.5%	-1%	-4.6	89	-5	11	0%	2.9%	10%	i	27	3%
CC(C)(C)c1ccc(S(=O)(=O)N2CCC(O)(c3ccc(Cl)cc3)CC2)cc1	3.9%	6%	13	56	.	.	1%	0.6%	11%	.	.	-3%
Cc1ccc(-n2cc3c(-c4cccc(Br)c4)nnc(C)c3n2)cc1	?	10%	8.4	80	48	41	7%	0.0%	-4%	i	-5	-53%
CC(=O)c1cc(-c2ccccc2)n(CCC(=O)NC2CCCCCCC2)c1C	4.4%	2%	0.5	51	40	0	3%	4.3%	1%	i	16	-2%
CCCn1nc(NC(=O)c2cccs2)c2cc3ccccc3nc21	6.2%	3%	7.5	73	6	-3	-7%	0.2%	8%	i	-4	3%
CN(/C=C/C(=O)C(F)(F)C(F)(F)F)Cc1ccccc1	-0.8%	-5%	1.7	74	-21	2	4%	0.4%	11%	i	19	-7%
O=C(NN=C1CCCCCC1)c1ccncc1	0.9%	8%	1.2	48	.	.	-6%	0.8%	-8%	.	.	-4%
C/C(N)=C(/C#N)C(=O)COC(=O)CCSc1ccccc1Cl	20%	1%	-0.6	79	-1	10	-7%	1.1%	0%	i	23	-2%
Fc1ccc(-c2ccc(CNCc3ccccn3)o2)cc1	1.5%	12%	0.5	37	.	.	-11%	1.7%	8%	.	.	-15%
Cc1cc(Cl)ccc1OCC(=O)Nc1cccc(S(=O)(=O)N2CCCC2)c1	6.6%	.	3.3	79	.	.	.	0.2%[50 µM]	.	.	.	-7%
CCCCN(C(=O)c1cc(=O)[nH]c2ccccc12)c1c(N)n(CCC)c(=O)[nH]c1=O	0.5%	5%	4.1	57	.	.	-5%	.	-1%	.	.	.
COc1ccc(OC)c(S(=O)(=O)N2CCCC2C(=O)NC(C)c2ccccc2)c1 (stereo not given)	1.9%	4%	0.4	72	.	.	0%	-1.8%	0%	.	.	-4%
CCc1nc2nc(C)c(NS(=O)(=O)c3ccc(Cl)s3)c(=O)n2[nH]1	1.6%	3%	-1.3	68	.	.	-5%	-0.1%	9%	.	.	-3%
O=C(Nc1nncs1)C1c2ccccc2Oc2ccccc21	0.0%	-7%	1.1	50	-2	-7	-9%	1.9%	14%	i	-16	-11%
CN1CCN(C(=O)CSc2nc(-c3cccs3)ccc2C#N)CC1	0.3%	9%	0.2	47	5	13	-8%	-0.4%	-1%	i	-4	-19%
CCS(=O)(=O)c1ccc2c(c1)NC(=O)C(CCCl)O2 (stereo not given)	-0.3%	-3%	0.5	66	0	-1	-10%	0.3%	5%	i	-32	-6%
